TRHR enhancer – qHTS for Small Molecule Agonists and Allosteric Enhancers of Human TRH Receptor: Primary Screen for Enhancers; Thyrotropin-releasing hormone receptor (Homo sapiens), P34981; enhancement, % at 2 µM; 360,000 compounds, 0.66% hits; TRHR cells, fluo-8 calcium fluorescence, EC20 TRH enhancement; AID 493056, 2011; in the data active means enhancement above about 30%; further: 0% is about no effect
Target sequence (P34981 whole entry, looked up): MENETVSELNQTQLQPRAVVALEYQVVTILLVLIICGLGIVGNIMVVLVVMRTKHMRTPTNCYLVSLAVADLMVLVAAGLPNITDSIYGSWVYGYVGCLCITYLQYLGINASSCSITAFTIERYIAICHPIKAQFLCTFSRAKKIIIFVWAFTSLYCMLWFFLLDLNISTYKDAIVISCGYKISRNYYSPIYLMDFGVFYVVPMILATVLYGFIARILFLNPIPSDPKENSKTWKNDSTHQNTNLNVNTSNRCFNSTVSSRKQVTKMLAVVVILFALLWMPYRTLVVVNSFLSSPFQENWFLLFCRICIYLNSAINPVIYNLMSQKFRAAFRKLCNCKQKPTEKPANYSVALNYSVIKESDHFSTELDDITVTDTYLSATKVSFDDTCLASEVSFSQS
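Enhancer read-out: after compound pinning and an initial kinetic agonist-mode read, an EC20 of TRH (10 nM final) was injected and fluo-8 calcium signal (Ex 480/Em 530) followed at 1 s/cycle for 100 cycles in TRHR-expressing cells.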
TrxR1 substrate – qHTS Assay for Substrates of Mammalian Selenoprotein Thioredoxin Reductase 1 (TrxR1): qHTS | Thioredoxin reductase 1, cytoplasmic (Rattus norvegicus), O89049 | 390,000 compounds, 0.01% hits | Potency, µM (titrated, usually from 114 µM), without a hit: at the top dose activity change, negative = substrate turnover | purified TrxR1 substrate turnover, NADPH consumption readout; further: potency means the concentration at half of the fitted maximal effect; on the % scale 0 is the no-effect control and ±100 the full control effect; nearly all actives have a fitted effect of over 50% in size
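Rat TrxR1, dispensed at 90 nM, was prereduced with 400 uM NADPH (final) for 5 min at ~22 deg C, then incubated with compound 15 min before 400 uM selenite. A first-read NADPH fluorescence drop versus no-compound background flagged substrates.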
rTrxR1 inhibitor – qHTS Assay for Inhibitors of Mammalian Selenoprotein Thioredoxin Reductase 1 (TrxR1): qHTS. Potency, µM (highest dose often 114 µM), for the others: at the top dose activity change, negative = inhibition, most hits filed as inhibitors. 390,000 compounds, 1% hits. recombinant rTrxR1, NADPH fluorescence consumption, selenite substrate; further: potency means the concentration at half of the fitted maximal effect; on the % scale 0 is the no-effect control and ±100 the full control effect; nearly all actives have a fitted effect of over 65% in size
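Rat TrxR1 (90 nM in the dispensed reagent) was pre-reduced with 400 uM NADPH for 5 min at room temperature, then incubated with compound for 15 min. After 400 uM selenite was added, NADPH fluorescence (Ex 340/Em 450 nm) was followed for 8 min.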
IDH1 R132H inh – qHTS for Inhibitors of mutant isocitrate dehydrogenase 1 (IDH1): qHTS; Isocitrate dehydrogenase [NADP] cytoplasmic (Homo sapiens), O75874; IDH1-R132H enzyme, NADPH consumption, diaphorase/resazurin fluorescence; Potency, µM (titrated, usually from 76.6 µM), without a hit: top-dose activity change, negative = inhibition, hits mostly inhibitors; 390,000 compounds, 0.093% hits; AID 602179, 2012; further: potency means the concentration at half of the fitted maximal effect; on the % scale 0 is the no-effect control and ±100 the full control effect; nearly all actives have a fitted effect of over 65% in size
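IDH1-R132H (0.5 ug/mL dispensed) in pH 7.5 Tris buffer was preincubated 30 min with compound, then given a substrate mix of 0.016 mM NADPH and 2 mM alpha-KG for 80 min at room temperature; remaining NADPH was read by diaphorase/resazurin fluorescence.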
USP1-UAF1 inh – Inhibitors of USP1/UAF1: Primary Screen; AID 743255, 2014; Potency, µM (series often up to 57.1 µM), for inactives: at the highest dose activity change, negative = inhibition, actives largely listed as inhibitors; recombinant USP1/UAF1, Ub-Rhodamine cleavage fluorescence; 390,000 compounds, 0.23% hits; Ubiquitin carboxyl-terminal hydrolase 1 (Homo sapiens), O94782; further: potency means the concentration at half of the fitted maximal effect; on the % scale 0 is the no-effect control and ±100 the full control effect; nearly all actives have a fitted effect of over 60% in size; inactives centre near -12
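USP1/UAF1 complex (1 nM) preincubated 15 min at room temperature with compound, then Ub-Rho substrate (150 nM final) added. Kinetic fluorescence at 480/540 nm over 6 reads at 60 s intervals; 50 mM HEPES pH 7.8, 0.5 mM EDTA, 0.1 mg/ml BSA, 1 mM TCEP, 0.01% Tween-20.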
D2 ag – HTS Assay for Allosteric Agonists of the Human D2 Dopamine Receptor: Primary Screen for Agonists. D(2) dopamine receptor (Homo sapiens), P14416. HEK293 T-REx D2 cells, calcium flux agonist mode. activation, % at 2 µM. 340,000 compounds, 0.53% hits;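 active means activation over 3 SD above normal in the single-dose calcium agonist read, cut at about 30% in these data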; further: 0% is about no effect
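In this primary screen, compounds producing a positive calcium signal within 180 s of addition to tetracycline-induced, force-coupled HEK293 Trex D2 cells are flagged; cells are dye-loaded with a no-wash calcium kit beforehand.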
TRHR ag – qHTS for Small Molecule Agonists and Allosteric Enhancers of Human TRH Receptor: Primary Screen for Agonists | Thyrotropin-releasing hormone receptor (Homo sapiens), P34981 | TRHR cells, calcium flux fluo-8, FDSS agonist mode | activation, % at 2 µM | 360,000 compounds, 0.18% hits | AID 493084, 2011; in the data active means activation above about 30%; further: 0% is about no effect
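TRHR-expressing cells loaded with fluo-8 calcium dye; 23 nL library compound pin-transferred, kinetic FDSS fluorescence (Ex 480/Em 530) recorded about 180 s for agonist-induced calcium release, before a 10 nM TRH EC20 addition for potentiator mode.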
PI4K2A block – qHTS for small molecular inhibitors of PI4K2A; AID 1346378, 2018; activity change, negative = inhibition, % at 76.9 µM; purified PI4K2A, ADP-Glo luminescence, 1 h; hits give low values; 420,000 compounds, 0.13% hits; Phosphatidylinositol 4-kinase type 2-alpha (Homo sapiens), Q9BTU6; in the data active means activity change below about -50%; inconclusive means mostly about -30% to -49%;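 further: -100% = wells without enzyme as full effect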
Target sequence (Q9BTU6 whole entry, looked up): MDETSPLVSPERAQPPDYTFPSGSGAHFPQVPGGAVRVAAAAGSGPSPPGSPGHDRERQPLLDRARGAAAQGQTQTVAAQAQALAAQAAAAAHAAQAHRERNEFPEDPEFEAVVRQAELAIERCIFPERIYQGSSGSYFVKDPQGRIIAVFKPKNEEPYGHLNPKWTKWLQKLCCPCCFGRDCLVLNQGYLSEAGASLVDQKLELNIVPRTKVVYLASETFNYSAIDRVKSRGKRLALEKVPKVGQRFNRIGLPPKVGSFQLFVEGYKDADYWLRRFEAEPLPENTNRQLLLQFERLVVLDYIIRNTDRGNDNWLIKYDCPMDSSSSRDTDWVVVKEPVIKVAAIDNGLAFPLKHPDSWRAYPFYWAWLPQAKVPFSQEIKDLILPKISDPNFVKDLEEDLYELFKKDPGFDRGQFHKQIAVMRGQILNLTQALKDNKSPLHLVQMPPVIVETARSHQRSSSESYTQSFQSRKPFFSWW
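ADP-Glo luminescence measured ADP generated by PI4K2A enzyme (4 ug/mL before mixing) with 1.2 mM PI substrate (pre-mix) and 300 microM ATP (pre-mix). Tris pH7.5 buffer with MgCl2, Triton X-100; 1 h reaction at ambient temperature.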
D2 antagonist – HTS Assay for Allosteric Antagonists of the Human D2 Dopamine Receptor: Primary Screen for Antagonists; D(2) dopamine receptor (Homo sapiens), P14416; HEK293 TREx D2 cells, calcium flux, dopamine EC80; inhibition, % at 10 µM; 340,000 compounds, 2% hits; AID 485344, 2010; in the data active means inhibition above about 30%; further: 0% is about no effect
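Dopamine at EC80 is the agonist stimulus; test compounds precede it by 180 s. Calcium flux read kinetically in a force-coupled, inducible HEK293 T-REx D2 cell line.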
* = called active by the depositor; ? = inconclusive; . = not tested or not shown; [ ] = another dose, or the depositor's remark. Unless noted, the call rests on the fitted dose curve; in most records, active means well fitted inhibition curve with a large enough effect; inconclusive means small, poorly fitted or top-dose-only effect; inactive means no such curve, though single readings can be large or run the other way.

SMILES	TRHR enhancer	TrxR1 substrate	rTrxR1 inhibitor	IDH1 R132H inh	USP1-UAF1 inh	D2 ag	TRHR ag	PI4K2A block	D2 antagonist
O=C(CSc1nnc(SCc2ccc(Cl)cc2)s1)N1CCN(C(=O)c2ccco2)CC1	-5	-3%	-5%	-1%	-6%	0.7	-0.1	2	16
Cc1cc(C)c(S(=O)(=O)N2CCC(C(=O)NCc3ccncc3)CC2)c(C)c1	3	-12%	-12%	-1%	-8%	0.6	-0.2	5	-1
Cc1ccc(NC(=O)N/C=C/c2ccco2)cc1C	0	2%	?	3%	-14%	1.0	1.4	-12	-2
Cc1ccc(Cl)cc1NC(=O)c1ccc2nc(CCc3ccccc3)oc2c1	10	0%[57.1 µM]	25%[57.1 µM]	-9%	-14%	1.5	0.5	-7	.
CCSc1nc2ccccc2n1C(=O)/C=C/c1ccc(OC)c(OC)c1	2	-8%	-17%	5%	-23%	8.8	1.1	39	-1
CCCOc1ccccc1C1CC(=O)Nc2cc3c(cc21)OCO3 (stereo unspecified)	-7	6%[57.1 µM]	4%[57.1 µM]	7%	-18%	-0.1	-0.8	-2	-7
O=C(O)c1cccc(N2C(=O)/C(=C/c3ccc(SCc4ccc(Cl)cc4)o3)SC2=S)c1	4	-17%	?	-12%	?	1.4	0.7	-13	14
CC(=O)N1c2ccc(S(=O)(=O)NCC3CCC(C(=O)Nc4cc(C)ccc4C)CC3)cc2CC1C (stereo unspecified)	-3	2%	9%	7%	-4%	0.4	0.3	-4	.
CCOc1ccc(-c2cc(-c3nc(-c4cc(OC)c(OC)c(OC)c4)no3)[nH]n2)cc1Cl	4	0%[57.1 µM]	16%[57.1 µM]	-4%	-18%	.	0.2	-2	.
CC1CC(C)CN(S(=O)(=O)N2CCCC(C(=O)NC(C)c3ccccc3)C2)C1 (stereo unspecified)	2	-10%	?	3%	0%	0.3	0.3	-3	-12
C/C(=N\NC(=S)NCCc1ccccc1)c1ccc(C#N)cc1	-11	0%	14%[57.1 µM]	0%	-14%	0.3	-0.5	9	-12
Cc1cc(C)cc(N(C(C)C(=O)NC2CCCC2)S(C)(=O)=O)c1 (stereo unspecified)	8	-3%	12%	-2%	-6%	-0.3	0.0	1	0
Cc1ccc(NC(=O)Nc2cccs2)cc1	7	-24%[57.1 µM]	-9%[57.1 µM]	10%	-11%	1.2	0.8	-28	-2
Cc1ccccc1NC(=S)N1CCCC(c2nc3ccccc3[nH]2)C1 (stereo unspecified)	-4	10%	5%[57.1 µM]	5%	-9%	0.3	-0.2	2	32*
CC(NC(=O)c1cc(S(=O)(=O)N(C)C)ccc1Cl)C1CC2CCC1C2 (stereo unspecified)	-11	6%[57.1 µM]	8%[57.1 µM]	5%	-9%	0.1	-0.3	-5	35*
CC(=O)c1ccc(OCc2ccccc2)c(C)c1O	4	4%	14%	7%	?	0.3	-0.7	-2	1
COc1cc(Cl)c(C)cc1NC(=O)CSc1cc(-c2ccccc2)nc(C)n1	-3	6%	20%	15%	-13%	0.8	0.6	-2	.
COC(=O)CSc1nc2sc3c(c2c(=O)n1-c1ccc(OC)cc1)CCN(C)C3	33*	-6%	-12%	-11%	-5%	0.4	1.9	0	5
O=C(CN1C(=O)c2cccnc2Oc2ccc(Cl)cc21)Nc1cccc(C(F)(F)F)c1	7	0%	11%	-6%	7%	-0.5	-0.2	-2	.
O=C(Nc1ccc(SC(F)F)cc1)c1ccc2nccnc2c1	3	-8%	40%[activator]	13%	-1%	0.6	0.8	-5	3
COc1cccc(-n2nnc3c(=O)n(Cc4c(F)cccc4Cl)cnc32)c1	-7	14%	22%	-11%	-19%	.	-0.2	5	.
Cc1ccc([N+](=O)[O-])cc1N	-3	-2%	16%	10%	-19%	0.6	-0.6	-4	-7
C[C@H]1[C@H](C)CC[C@]2(C(=O)O)CC[C@]3(C)C(=CC[C@@H]4[C@@]5(C)C[C@@H](O)[C@H](O)C(C)(C)[C@@H]5CC[C@]43C)[C@H]12	-2	-12%[57.1 µM]	3%[57.1 µM]	1%	-21%	-1.9	-0.1	-3	-9
Cc1ccc(C(=O)NC2CCN(CCCC(=O)c3ccc(F)cc3)CC2)cc1	8	6%	2%[57.1 µM]	8%	-8%	-0.4	-1.0	1	21
COc1ccc(C(=O)NC(=S)SCC(=O)O)cc1	0	10%	-10%	0%	-17%	0.3	0.4	-20	2
Brc1ccc(CSc2nccn2-c2ccccc2)cc1	.	7%[57.1 µM]	15%	12%	0%	.	.	1	.
Cn1c(NC(=O)c2cccs2)c(-c2cccs2)c(=O)c2ccccc21	-3	0%	0%	-2%	0%	-1.6	-0.6	-6	2
CC(C)Oc1ccc(CNCC2(O)CCOC(C)(C)C2)cc1 (stereo unspecified)	3	-1%	7%	-5%	-8%	0.3	0.9	5	13
CCOC(=O)c1c(C)[nH]c(C(=O)OCC(=O)NC2CCS(=O)(=O)C2)c1C (stereo unspecified)	1	9%	27%	7%	-8%	-0.2	0.9	-1	-7
O=C(/C=C\N1CCOCC1)c1ccc(Br)cc1	4	-1%[57.1 µM]	-11%[57.1 µM]	5%	-4%	3.0	0.7	-1	-4
CC(C)[C@H](NC(=O)N1CCn2c1nc1ccccc12)C(=O)NCc1ccco1	-8	1%	12%	-5%	-23%	-0.1	-0.2	-1	16
CC1CCCCN1C(=O)Cc1ccc(Cl)cc1 (stereo unspecified)	-5	3%	9%	-1%	-10%	-0.6	1.0	3	13
Cc1ccccc1-c1noc(CCC(=O)NC2CCCCC2)n1	-1	-7%	2%	0%	8%	0.8	-0.2	-8	12
CCCCN(C(=O)CSc1nc2ccccc2n1CC)C1CCS(=O)(=O)C1 (stereo unspecified)	2	-8%	-10%	0%	-14%	-0.1	-0.3	5	-34
O=c1cc(-c2ccc(O)cc2)oc2c(-c3c(O)cc(O)c4c(=O)cc(-c5ccc(O)cc5)oc34)c(O)cc(O)c12	.	-3%	-4%	-10%	-9%	.	.	-3	.
Cc1ccccc1OCC(=O)Nc1cccc(C(=O)O)c1	-9	7%	15%[57.1 µM]	-6%	-20%	-2.1	0.4	-6	-2
O=Cc1ccc(N2CCCC2)c(F)c1	2	-22%	-28%	4%	-1%	0.0	0.0	-3	1
O=S(=O)(c1ccccc1)N1CCN(CCc2ccccc2)CC1	0	10%[57.1 µM]	22%[57.1 µM]	6%	-10%	-0.5	-0.2	1	12
Cc1noc(C)c1S(=O)(=O)N(CC(=O)Nc1ccc(C(F)(F)F)cc1)c1ccc(C(C)C)cc1	6	-9%	5%	-20%	?	0.0	3.4	-1	.
COc1ccc(CNS(=O)(=O)c2ccc3c(c2)NC(=O)CS3)cc1	1	-1%	16%	-9%	-21%	0.0	-0.7	7	18
COc1ccccc1OCC(=O)Nc1ccccc1C(=O)NC1CC1	1	-3%	7%	-1%	-4%	-0.3	-0.3	5	-3
COc1ccc(C(=O)Oc2ccc(=O)n(-c3ccccc3)n2)cc1	.	1%	?	0%	-27%	.	.	36	.
CCCNC(=O)C1CN(S(=O)(=O)c2ccc(C)cc2)c2ccccc2O1 (stereo unspecified)	1	4%	15%[0.457 µM]	10%	-8%	-0.7	-0.1	-4	-8
Nc1nc(NCc2ccco2)nn1-c1ccccc1	2	7%	15%	6%	-14%	0.4	-0.1	4	11
C/C(=N\NC(=S)Nc1ccc(C)c(C)c1)c1ccc(N2CCOCC2)cc1	3	4%	21%	17%	?	-1.1	-0.8	2	0

Already shown: two of the compounds above.
SMILES	TRHR enhancer	TrxR1 substrate	rTrxR1 inhibitor	IDH1 R132H inh	USP1-UAF1 inh	D2 ag	TRHR ag	PI4K2A block	D2 antagonist
Nc1nc(NCc2ccco2)nn1-c1ccccc1	2	7%	15%	6%	-14%	0.4	-0.1	4	11
C/C(=N\NC(=S)Nc1ccc(C)c(C)c1)c1ccc(N2CCOCC2)cc1	3	4%	21%	17%	?	-1.1	-0.8	2	0

The listing continues.
SMILES	TRHR enhancer	TrxR1 substrate	rTrxR1 inhibitor	IDH1 R132H inh	USP1-UAF1 inh	D2 ag	TRHR ag	PI4K2A block	D2 antagonist
Cc1cc(NCCO)nc(N2CCOCC2)n1	1	-4%	2%[57.1 µM]	3%	-6%	0.1	1.6	7	-1
Cn1ncc(Br)c1NC(=O)Nc1ccccc1	-1	-5%	24%	-6%	-12%	0.0	0.6	6	2
CC(C)Cn1c(=O)c2sccc2n2c(CCCC(=O)NC3CCN(Cc4ccccc4)CC3)nnc12	-1	4%	3%	-19%	-20%	-1.0	-1.4	2	4
COc1cc(OC)cc(-c2c(-c3cccs3)c3cc(-c4ccc(OCc5ccccc5)cc4)ccc3n2C)c1	.	37%[activator][57.1 µM]	42%[activator][57.1 µM]	-13%	7%	.	.	0	.
N#CC1=C(S)N(c2ccccc2)C(c2ccc(-c3ccc(Cl)c(Cl)c3)o2)NC1=O (stereo unspecified)	1	-4%	?	-7%	-11%	0.6	2.0	-3	10

Screening results: PubChem BioAssay, National Center for Advancing Translational Sciences (NCATS)
